TDP1 cell noCPT: qHTS for Inhibitors of human tyrosyl-DNA phosphodiesterase 1 (TDP1): qHTS in cells in absence of CPT; DT40 Tdp1-/- hTDP1 cells, no CPT, ATP luminescence, 48 h; Potency, µM (titrated, usually from 46.2 µM), for the others: top-dose activity change, negative = growth inhibition, most hits filed as inhibitors; 15% of 420,000 active; also: nearly all actives have a fitted effect of over 55% in size
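No-CPT arm: Tdp1-/-;hTDP1 DT40 cells (400/well) plus compounds, incubated ≥48 hr at 37 °C. Readout CellTiter-Glo luminescence.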
TDP1 block: blocks human tyrosyl-DNA phosphodiesterase 1 | Q9NUW8 | recombinant TDP1, AlphaScreen DNA substrate cleavage | Potency, µM (titrated, usually from 130 µM), for inactives: at the top dose activity change, negative = inhibition, hits mostly inhibitors | 0.28% of 350,000 active | AID 485290; also: nearly all actives have a fitted effect of over 40% in size
Target sequence (Q9NUW8 whole entry, looked up): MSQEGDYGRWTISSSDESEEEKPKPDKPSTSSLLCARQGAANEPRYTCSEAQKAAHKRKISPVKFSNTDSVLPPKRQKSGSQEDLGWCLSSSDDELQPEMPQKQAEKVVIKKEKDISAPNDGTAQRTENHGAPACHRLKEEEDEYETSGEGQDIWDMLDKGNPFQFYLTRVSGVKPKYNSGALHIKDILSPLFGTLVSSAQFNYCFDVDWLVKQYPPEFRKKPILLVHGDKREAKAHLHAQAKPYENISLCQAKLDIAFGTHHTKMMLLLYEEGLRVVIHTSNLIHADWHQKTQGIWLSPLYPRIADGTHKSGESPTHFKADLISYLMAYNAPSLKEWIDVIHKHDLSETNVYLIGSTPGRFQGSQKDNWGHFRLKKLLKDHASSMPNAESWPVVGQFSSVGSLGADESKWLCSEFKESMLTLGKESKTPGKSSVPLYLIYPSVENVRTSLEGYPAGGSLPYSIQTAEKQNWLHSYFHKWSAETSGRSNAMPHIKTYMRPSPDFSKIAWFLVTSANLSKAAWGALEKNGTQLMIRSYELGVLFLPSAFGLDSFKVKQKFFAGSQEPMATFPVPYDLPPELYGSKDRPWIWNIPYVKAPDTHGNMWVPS
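AlphaScreen read-out: signal falls as enzyme removes the 3' tyrosine-FITC from a 5'-biotinylated DNA oligo (15 nM, 5 min, RT). Enzyme was E. coli-made recombinant Tdp1 at 1 nM, exposed to compound for 15 min beforehand; beads 10 ug/ml, 10 min.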
GCN5L2 inh: blocks human GCN5L2 histone acetyltransferase; Potency, µM (doses to about 58.9 µM), without a hit: at the highest dose activity change, negative = inhibition, hits mostly inhibitors; GCN5L2 HAT assay, ThioGlo1 CoA-SH fluorescence; AID 504327; 0.21% of 390,000 active; Q92830
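GCN5L2 (20 nM) in 50mM HEPES pH 7.5, 0.1mM EDTA, 0.01% Tween-20 preincubated 15 min with compounds at room temperature. Reaction started with H3(1-25) 75uM, acetyl-CoA 70uM, ThioGlo1 50uM; CoA-thiol fluorescence (Ex340/Em540) read at 0 and 20 min.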
* hit, by the source's call; u = inconclusive; x = not tested or not shown; & = joins results of further samples; [ ] = dose if it differs, or a comment. Calls follow the shape of the dose curve; as a rule, active = well fitted curve in the direction sought with a large enough effect; inconclusive = small, poorly fitted or top-dose-only effect, or another doubt; inactive = no such curve, though single readings can be large; an effect the other way counts as inactive or inconclusive. % is scaled to controls: 0 for no effect and ±100 for the full control effect; potency is read from the fitted curve at half-maximal effect.

SMILES	TDP1 cell noCPT	TDP1 block	GCN5L2 inh
Cc1cccc(OCC(=O)Nc2ccccc2OCc2cc(=O)n3cc(C)ccc3n2)c1	u	11%	-3%
COCCCNC(=O)CN(CCc1ccccc1)S(=O)(=O)c1ccc(OC)cc1	-9%	0%	-3%
Cc1cccc(N2CCN(C(=O)c3ccoc3C)CC2)c1C	u	5%	0%
O=C(c1ccco1)N1CCN(CCOc2ccccc2)CC1	-12%	6%	-3%
O=C(NCCCN1CCOCC1)c1ccc(CSc2ccc(Cl)cc2)cc1	21µM*	0%	-11%
CC(C)CCN1CCN(Cc2cccs2)CC1CCO (centres undefined)	2%	3%	0%
Cc1cccc(/C=N/NC(=O)c2cc(-c3cccnc3)nc3ccccc23)c1	-3%	-1%	-6%
CCOc1ccc(NC(=O)c2c(NCc3ccc(C)o3)sc3c2CCC(C)C3)cc1 (centres undefined)	u	9%	-20%
CC(OC(=O)c1cc2c(ccc3ccccc32)oc1=O)c1nc2ccccc2s1 (centres undefined)	u	1%	-25%
CN(C(=O)c1cc(S(=O)(=O)N2CCc3ccccc32)cn1C)C1CCCCC1	18µM*	x	-6%
O=C(Nc1nc2ccc(S(=O)(=O)N3CCOCC3)cc2s1)c1cccs1	-25%	x	-11%
COc1ccc(S(=O)(=O)Cc2ccc(C(=O)NC3CCCC3)o2)cc1	-17%	1%	-2%
N#CCCn1nc(-c2ccc(Br)cc2)cc1Nc1ccccc1NC(=O)C(F)(F)F	u	-1%	-3%
COc1ccc(S(=O)(=O)CC(=O)Nc2nnc(C(F)(F)F)s2)cc1	15%	5%	-1%
N/C(=N\OC(=O)COc1ccccc1)c1ccccn1	3%	0%	-7%
COc1cccc(Nc2ncc3nc(C)c(=O)n(C)c3n2)c1	-10%	x	-1%
Cc1ccc(-n2c(Cn3nc(C(F)F)cc3C(F)F)n[nH]c2=S)cc1	4%	4%	-3%
O=C(CCN1C(=O)COc2ccccc21)NCCN1CCN(c2ccccc2F)CC1	1%	5%	0%
Cc1ccc(CC(=O)NCC(C)C)cc1	-12%	2%	-1%
O=S(=O)(NCC1(N2CCOCC2)CCCCC1)c1ccc(F)cc1	-4%	x	-3%

12 entries already listed, ordered by SMILES length, highest first.
SMILES	TDP1 cell noCPT	TDP1 block	GCN5L2 inh
N#CCCn1nc(-c2ccc(Br)cc2)cc1Nc1ccccc1NC(=O)C(F)(F)F	u	-1%	-3%
CN(C(=O)c1cc(S(=O)(=O)N2CCc3ccccc32)cn1C)C1CCCCC1	18µM*	x	-6%
CC(OC(=O)c1cc2c(ccc3ccccc32)oc1=O)c1nc2ccccc2s1 (centres undefined)	u	1%	-25%
Cc1ccc(-n2c(Cn3nc(C(F)F)cc3C(F)F)n[nH]c2=S)cc1	4%	4%	-3%
COc1ccc(S(=O)(=O)CC(=O)Nc2nnc(C(F)(F)F)s2)cc1	15%	5%	-1%
COc1ccc(S(=O)(=O)Cc2ccc(C(=O)NC3CCCC3)o2)cc1	-17%	1%	-2%
O=C(NCCCN1CCOCC1)c1ccc(CSc2ccc(Cl)cc2)cc1	21µM*	0%	-11%
O=S(=O)(NCC1(N2CCOCC2)CCCCC1)c1ccc(F)cc1	-4%	x	-3%
COc1cccc(Nc2ncc3nc(C)c(=O)n(C)c3n2)c1	-10%	x	-1%
N/C(=N\OC(=O)COc1ccccc1)c1ccccn1	3%	0%	-7%
CC(C)CCN1CCN(Cc2cccs2)CC1CCO (centres undefined)	2%	3%	0%
Cc1ccc(CC(=O)NCC(C)C)cc1	-12%	2%	-1%

Other results.
SMILES	TDP1 cell noCPT	TDP1 block	GCN5L2 inh
CN(Cc1ccccc1)C(NC(=O)c1ccco1)C(Cl)(Cl)Cl (centres undefined)	3%	2%	-19%
COCC(C)N=C1SCCN1Cc1ccccc1 (centres undefined)	-6%	9%	2%
COc1ccc(C(=O)COC(=O)C(Cc2c[nH]c3ccccc23)NC(=O)c2ccc(C(C)(C)C)cc2)cc1 (centres undefined)	13µM*	2%[12.3 µM]	-13%
O=[N+]([O-])c1cccc(NC(=S)N2CCCC2)c1	20%	0%	1%
Cc1ccc(C(Sc2ccccc2)C(Cn2cncn2)C(=O)c2ccccc2)cc1 (centres undefined)	23µM*	8%	-5%
CCN(C(=O)C1CCN(S(=O)(=O)c2ccc3c(c2)oc(=O)n3C)CC1)c1cccc(C)c1	u	1%	-4%
CCCSc1nnc(CSc2nc(C)cc(C)n2)n1C	-13%	4%	-8%
O=C(CN1C(=O)NC(c2ccccc2)(c2ccccc2)C1=O)Nc1ccc2[nH]c(=O)[nH]c2c1	-7%	3%	-1%
CCN1C(=O)c2ccc(C(=O)Nc3ncc(C)s3)cc2C1=O	-2%	5%	-12%
O=C(NCc1ccc2c(c1)OCO2)c1cc(Cl)ccc1Cl	-43%	x	-23%
CSCc1c(C(=O)OCC(=O)NC2CCCCC2)oc2ccccc12	u	3%	-5%
COc1ccc(C2NC(c3ccc(OC)cc3)C([N+](=O)[O-])C(C)(C)C2[N+](=O)[O-])cc1 (centres undefined)	-23%	-6%	-14%
CCc1nnc(NS(=O)(=O)c2ccc(N/C=C\C(=O)c3ccc(F)cc3)cc2)s1	6%	8%	-5%
CCCC(=O)NC(=S)Nc1sc2c(c1C(N)=O)CCC2	-1%	1%	-3%
Cn1c(=O)c2c(nc(SCc3cc4c(cc3Cl)OCO4)n2C)n(C)c1=O	x	0%	-10%
O=C(NC1CCCCCCC1)c1ccccc1-c1ccccc1	u	0%	0%
Cc1nn(-c2ccccc2)c(N)c1Sc1cccc([N+](=O)[O-])c1	u	5%	-3%
CC1=C(C(=O)Nc2ccc(C)cc2)C(c2ccco2)NC(=O)N1 (centres undefined)	-10%	-5%	2%
O=C(Nc1ccncc1)C1CCN(S(=O)(=O)c2cccc(C(F)(F)F)c2)CC1	u	3%	2%
COC(=O)c1ccc2c(c1)N(Cc1nc(-c3cccc(C)c3)oc1C)C(=O)C1CCCN21 (centres undefined)	x	9%	-5%
Cc1cccc(NC(=O)COc2ccc(/C=N\n3cnnc3)cc2)c1	9%	9%	3%
COc1cccc(OC)c1OCCCCN1CCC(Cc2ccccc2)CC1	18µM*	-13%	-2%
Cc1ccc(C)c(NC(=O)c2cc(S(=O)(=O)N3CCCCCC3)ccc2F)c1	u	5%	-1%
Cc1ccc(NC(=S)Nc2cccc3cnccc23)c(C)c1	u	5%	-10%
O=C(c1ccco1)N1CCN(C(c2ccccc2Cl)c2nnnn2Cc2ccco2)CC1 (centres undefined)	u	0%	1%
CN(C)c1ccc(C(=O)N2CCN(c3cc(C(F)(F)F)nc4ccccc34)CC2)cc1	u	10%	-3%
O=C(NCCN1CCOCC1)c1ccc(CSCc2cccc(Cl)c2)o1	-20%	6%	-2%
O=C1C(=O)N(C2CCNCC2)CCN1Cc1ccccc1	13%	1%	-5%
O=C(COc1ccc2c(c1)oc(=O)c1ccccc12)N[C@@H](Cc1c[nH]c2ccccc12)C(=O)O	-3%	x	25µM*
Cc1ccc(OCC(=O)O/N=C(\N)c2ccccn2)cc1	-16%	8%	-5%
CCOc1cc(C2NC(=O)c3c(sc4c3CCN(C)C4)N2)ccc1OC(=O)c1ccc(F)cc1 (centres undefined)	-16%	x	-12%
COc1ccc(CN(Cc2ccco2)C(=O)COc2ccc(Cl)cc2C)cc1	21µM*	0%	-11%
O=C(CCCOc1ccc(Br)cc1)NNC(=O)c1ccncc1	-26%	-1%	-20%
COc1ccc(COc2ccc3c(C)cc(=O)oc3c2)cc1	u	1%	-3%
O=C(NCc1ccc2c(c1)OCO2)c1cc(F)c(F)cc1Cl	7%	x	-6%
C#CCNc1ccc([N+](=O)[O-])cc1	-2%	0%	-8%
CC(C)OC(=O)c1c2nc3ccccc3nc2n2c1[nH]c(=O)c1ccccc12	x	3%	1%
Cc1n[nH]c(=O)c2c(NC(=O)CSc3nnc(-c4ccco4)n3C)oc(C)c12	-18%	1%	-7%
COCCNC(=O)Cc1c(C)c2c(cc(C)c3c(C(C)(C)C)coc32)oc1=O	15µM*	x	7%
COc1ccc(CCNc2ccc(C(=O)O)cc2[N+](=O)[O-])cc1OC	8%	5%	-3%
COc1ccc(Br)c(OC)c1C(=O)NC(=O)Nc1nc(C)cc(C)n1	-19%	-1%	-7%
Cn1c(/N=C/c2ccccc2[N+](=O)[O-])nc2ccccc21	u	x	-3%
CC(=O)c1ccc(OCc2cc(C(=O)N(C)Cc3ncc(C)[nH]3)no2)cc1	11%	3%	u
Cc1coc2c(C)c3oc(=O)c(CCC(=O)NCCC(=O)O)c(C)c3cc12	-1%	x	u
COc1cc(F)ccc1S(=O)(=O)N1CCN(c2ccccc2)CC1	-20%	x	1%
CC1CCCCN1C(=O)CN(C)S(=O)(=O)c1cccc2nsnc12 (centres undefined)	-13%	0%	-8%
c1ccc(CN2CCN(CCOCCOc3cccc4ccccc34)CC2)cc1	u	-8%	-3%
C=CCn1c(C)nnc1SCC(=O)Nc1ccccc1C(=O)NC1CC1	-2%	3%	-3%
Cc1ccc(OCc2ccc(C(=O)NCC3CCCO3)cc2)cc1 (centres undefined)	u	3%	-3%
CCCOc1ccc(N2C(=O)CC(N3CCC(c4nc5ccccc5o4)CC3)C2=O)cc1 (centres undefined)	x	5%	-1%

(further entries)
SMILES	TDP1 cell noCPT	TDP1 block	GCN5L2 inh
COC(=O)c1cc(NS(=O)(=O)c2ccc(NCc3cccnc3)c(N)c2)cc(C(=O)OC)c1	-6%	5%	-4%
CC(=O)c1c(-c2ccccc2)c2cc([N+](=O)[O-])ccc2[nH]c1=O	15µM*	x	0%
C=CCOC(=O)COc1ccc2c(C)c(C)c(=O)oc2c1	u	6%	-12%
COc1ccc2nc(N/C(=N/S(=O)(=O)c3cccs3)c3ccccc3Cl)sc2c1	-11%	5%	-14%
O=C(c1ccccc1NS(=O)(=O)c1ccc2c(c1)OCCO2)N1CCOCC1	-13%	2%	4%
Cc1ccc2nc(SCC(=O)Nc3cccc(Cl)c3)nc(=O)n2c1	-29%	x	-2%
CC(NC(=O)c1cn(C(C)c2ccccc2F)nn1)c1ccncc1 (centres undefined)	12%	0%	3%
O=C(CNC(=O)Cc1ccccc1)NCC(=O)OCC(=O)c1cccc2ccccc12	18µM*	-10%&4%	-5%
Nc1ccccc1OCCOc1ccccc1N	-2%	x	-10%
COc1cccc(-c2ccc(NC(=O)C3CCCN(Cc4cnc(C)s4)C3)cc2)c1 (centres undefined)	u	6%[56.1 µM]	-29%
COc1ccccc1S(=O)(=O)Cc1ccc(C(=O)NCc2ccccc2)o1	11%	-1%	-2%
CN(Cc1ccccc1)S(=O)(=O)c1cccc2nsnc12	-4%	6%	-7%
CC(=O)c1cccc(NC(=O)c2cc(-n3cnnc3)ccc2Cl)c1	-14%	1%	x
CC(=O)N1c2ccc(S(=O)(=O)NCCC(=O)Nc3ccc(OC(F)(F)F)cc3)cc2CC1C (centres undefined)	u	1%	-7%
CCCOc1ccc(-c2csc(N)n2)cc1[N+](=O)[O-]	10µM*	3%	3%
Cc1nc2ccccc2n1CC(=O)OCC(=O)NCCc1ccccc1	1%	5%	-1%
CC1(C)Cc2c(c(=S)nc(-c3ccccc3)n2CCO)CO1	-2%	7%	-14%
O=C(NCc1nnc(SCC(=O)N2CCCc3ccccc32)o1)c1c(F)cccc1Cl	-11%	0%	-3%
CCOC(=O)C(CCc1nnc(N)s1)C(=O)OCC	-13%	3%	-4%
CCN(CC(=O)Nc1ccccc1C(F)(F)F)C(=O)Cc1ccc2c(c1)CCC2	u	0%	-1%

Bioassay records as filed in PubChem BioAssay.

This is a subset (hit frequency here may not be typical).
